PhoP inhibition: PhoP-dependent GFP reporter repression – Salmonella Typhimurium, primary screen (AID 1863). S. Typhimurium PhoP-regulated promoter GFP reporter, 4 h; higher % means a stronger effect. one-dose inhibition, % at 50 µM; IC50 in µM for titrated hits. 0.16% of 300,000 active;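 active = inhibition over 29.93%, a cutoff 3 SD above the screen mean, later confirmed by dose response; inconclusive = inhibition over 29.93% but no dose response follow-up; inactive = inhibition at most 29.93% or unconfirmed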;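 note: 0% = low Mg2+ inducing control and 100% = high Mg2+ repressing control; strong numbers were not always called active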
T cell modulator: T cell immune modulators affecting CD8 T cell-vesicle binding | 2C CD8+ T cell-vesicle binding, flow cytometry; active compounds read low | calls only at 7 µM | 0.068% of 330,000 active | AID 2052;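 active = response, share of CD8 T cells binding vesicles, and their 90th percentile fluorescence all below set limits, cut at about 80% in these data, passing the limit was not always enough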
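Assay system: 2C TCR transgenic mouse naive CD8+ T cells, MACS-purified | Read-out: CD8+ gate FL2 mean fluorescence as % of same-row positive control | Signal: High-throughput flow cytometry with anti-B7-1 and anti-CD8 staining | Timing: Binding step 1.5 h, 37 °C, antibody labelling 20 min, ice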
Large T inhibition: SV40 large T antigen inhibitors, biochemical (AID 1903). inhibition, % at 20 µM; hits with a dose series show IC50 in µM. SV40 large T antigen ATPase/helicase inhibition assay; higher % means a stronger effect. 0.39% of 310,000 active; in the data active = a potency from the dose series; inconclusive = inhibition mostly from about 32% at the one dose, without a potency; inactive = the rest, 99 in 100 with inhibition below about 32%; note: strong numbers were not always called active
UTI89 phage lysis: inhibition of K1F phage lysis, E. coli UTI89, bacterial capsule biogenesis inhibitors, alamar blue (AID 488966) | 0.02% of 340,000 active | one-dose inhibition, % at 100 µM; IC50 in µM for titrated hits | E. coli UTI89 K1F phage lysis, alamar blue, 2 h; higher % means a stronger effect;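 active = phage lysis inhibition, versus mean bacterial control, above a set limit; inconclusive = no clear call, values can overlap the other calls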;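 note: capsule biogenesis inhibitors block K1F phage lysis so surviving cells raise fluorescence; higher fluorescence means more inhibition of phage lysis; actives were called in the ten point dose series up to 300 µM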
Myeloid diff 2: promotes myeloid progenitor differentiation; 1% of 360,000 active; calls only at 10 µM; ER-HoxA9 myeloid progenitors, lysozyme-GFP differentiation, flow cytometry; AID 624256;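 active = normalized GFP-positive differentiation at or above the plate's own cutoff, the solvent-only control mean plus 3 SD; inconclusive = no clear call, values can overlap the other calls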;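 note: cells exposed to compound for four days before flow analysis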
Rac1 GTP hydrolysis: MgcRacGAP GTPase-activating activity inhibitors, confirmation, biochemical, ADP Hunter fluorescence; MgcRacGAP-stimulated Rac1 GTP hydrolysis, ADP Hunter fluorescence; higher % means a stronger effect; GST-tagged Rac1 F28L mutant substrate; inhibition, % at 30 µM; hits with a dose series show IC50 in µM; 0.6% of 340,000 active; AID 624330;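 active = first-screen hits whose inhibition reached a set limit at any dose in the follow-up dose series; inconclusive = inhibition above the set first-screen limit but never retested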;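 note: fluorescence reports GDP produced by GAP-driven GTP hydrolysis; strong numbers were not always called active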
RSV CPE inhibition: inhibition of RSV-induced cytopathic effect – HEp-2 cells, primary 10 µM value included (AID 2391). HEp-2 cells, RSV-induced CPE inhibition; higher % means a stronger effect. 0.13% of 310,000 active. CPE inhibition, % at 10 µM; hits with a dose series show IC50 in µM; in the data active = a potency from the dose series; inconclusive = CPE inhibition mostly from about 23% at the one dose, without a potency; inactive = the rest, 99 in 100 with CPE inhibition below about 21%; note: strong numbers were not always called active
NTR1 agonist: agonists of NTR1, primary screen, imaging, U2OS cells, beta-arrestin-GFP, high content (AID 493036); NTR1-U2OS beta-arrestin-GFP spot imaging, agonist mode; activation, % at 20 µM; 0.17% of 330,000 active;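 active = activation at or above 40% of the spot to cytoplasm intensity ratio, with at least 20 cells analyzed; inconclusive = wells under 20 cells, flagged as cytotoxic or low count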;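 note: 0% = DMSO without peptide and 100% = 100 nM NTR1 peptide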
Target sequence (P30989 whole entry, looked up): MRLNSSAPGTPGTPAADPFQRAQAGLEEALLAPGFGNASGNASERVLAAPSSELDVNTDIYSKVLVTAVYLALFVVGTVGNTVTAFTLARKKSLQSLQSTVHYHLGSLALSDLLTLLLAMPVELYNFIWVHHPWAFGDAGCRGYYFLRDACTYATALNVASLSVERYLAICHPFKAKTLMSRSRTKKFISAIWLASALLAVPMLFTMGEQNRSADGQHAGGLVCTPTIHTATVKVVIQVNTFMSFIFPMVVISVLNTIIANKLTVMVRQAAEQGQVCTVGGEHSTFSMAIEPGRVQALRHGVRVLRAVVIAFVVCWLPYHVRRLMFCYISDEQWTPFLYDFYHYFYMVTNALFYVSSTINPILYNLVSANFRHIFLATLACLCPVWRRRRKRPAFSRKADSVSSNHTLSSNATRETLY
TNAP activation fold: human TNAP enzyme activators, primary screen, biochemical, luminescent, no phosphate acceptor, uHTS (AID 1001); purified TNAP, luminescent activation assay, no phosphate acceptor; higher activation fold means a stronger effect; one-dose activation fold at 20 µM; EC50 in µM for titrated hits; 0.03% of 200,000 active; in the data active = activation fold from about 3, or a potency from the dose series; inactive = the rest, 99 in 100 with activation fold below about 1.6; note: many of its hits are not listed in these tables
T cell modulator vesicle-bound %: also measured in T cell modulator; calls as there; double positive events, %; measured here: CD8+ vesicle-bound cell fraction;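 binding gate set so that unloaded-vesicle control wells show 10% double positive cells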
NTR1 agonist cell count 20 µM: second read-out of NTR1 agonist, no call of its own (marks repeat the call); cell count; measured here: cell count, cytotoxicity flag
Myeloid diff 2 GFP+ MAC1+ %: further read-out of Myeloid diff 2, marked with its call; GFP+ MAC1+ double positive, %; measured here: differentiation confirmed by MAC1 staining
Starred values were filed as active, the others as inactive; i = inactive; ? = inconclusive; / = no result given; [ ] = dose if it differs, or a comment. Compounds were not picked by outcome. About 2.3% of those tested had a hit in this group.

The opening 2 compounds as a preview:
SMILES | PhoP inhibition | T cell modulator | T cell modulator vesicle-bound % | Large T inhibition | UTI89 phage lysis | Myeloid diff 2 | Myeloid diff 2 GFP+ MAC1+ % | Rac1 GTP hydrolysis | RSV CPE inhibition | NTR1 agonist | NTR1 agonist cell count 20 µM | TNAP activation fold
NC(=O)CSc1nnc(-c2ccccn2)n1N | 1% | i | 54 | 6% | -1.6% | i | 0.8 | -16% | / | 3.1 | 45 | /
Cc1ccccc1-c1nnc(SCC(=O)NCC2CCCO2)o1 (stereo not given) | / | i | 34 | / | 0.6%[50 µM] | i | 0.7 | 0% | 1.5% | 3.0 | 51 | /

Results (from the top)
SMILES | PhoP inhibition | T cell modulator | T cell modulator vesicle-bound % | Large T inhibition | UTI89 phage lysis | Myeloid diff 2 | Myeloid diff 2 GFP+ MAC1+ % | Rac1 GTP hydrolysis | RSV CPE inhibition | NTR1 agonist | NTR1 agonist cell count 20 µM | TNAP activation fold
NC(=O)CSc1nnc(-c2ccccn2)n1N | 1% | i | 54 | 6% | -1.6% | i | 0.8 | -16% | / | 3.1 | 45 | /
Cc1ccccc1-c1nnc(SCC(=O)NCC2CCCO2)o1 (stereo not given) | / | i | 34 | / | 0.6%[50 µM] | i | 0.7 | 0% | 1.5% | 3.0 | 51 | /
CCN(CC)S(=O)(=O)c1ccc2c(c1)nc(CCC(=O)Nc1ccc3c(c1)OCO3)n2C | -7% | i | 29 | 5% | 0.9% | i | 1.0 | 3% | 0.9% | -0.1 | 62 | 1.2
Cc1ccc(-c2noc(CNC(=O)COc3ccccc3C)n2)cc1 | 2% | i | 28 | 7% | 0.1%[50 µM] | i | 1.0 | 6% | 1.2% | 4.3 | 47 | /
COc1cccc(CC(=O)N2CCCC(CO)(Cc3ccc(F)cc3F)C2)c1 (stereo not given) | -6% | i | 54 | 1% | -0.4% | i | 0.6 | 4% | 4.3% | 1.5 | 43 | /
Cc1nn(-c2ccccc2)c(/N=C/c2ccc(O)cc2)c1-c1ccccc1 | -6% | i | 45 | 9% | 0.4% | i | 0.1 | 7% | 2.3% | 10 | 42 | 1.1
Cc1cc(C)c(NC(=O)c2ccc(S(=O)(=O)N(C)C)cc2)c(C)n1 | 5% | i | 38 | -1% | -0.4%[50 µM] | i | 9.0 | 4% | 1.1% | 0.1 | 58 | 1.1
O=C(CN1C(=O)NC(Cc2c[nH]c3ccccc23)C1=O)Nc1cccc(S(=O)(=O)N2CCOCC2)c1 (stereo not given) | -1% | i | 38 | 4% | -0.2% | i | 0.3 | 4% | -0.9% | -1.6 | 64 | /
CCOC(=O)c1c(C)n(OCc2ccccc2)c2ccc3c(no[n+]3[O-])c12 | -2% | i | 20 | / | 6.3% | i | 3.1 | 6% | -0.4% | 6.2 | 54 | 1.1
CCN(C(=O)COC(=O)c1ccc2c(c1)OCO2)c1ccc(F)cc1 | / | i | 49 | / | 1.5% | i | 1.3 | 6% | / | 4.7 | 55 | /
COc1cc(CC(=O)OCC(=O)NC2CCCCC2)cc(OC)c1OC | -6% | i | 39 | 6% | 0.6% | i | 0.2 | 6% | -0.9% | 1.7 | 63 | 1
Cc1nc2ccc(N3C(=O)CCC3=O)cc2[nH]1 | 8% | i | 55 | -3% | 0.3% | i | 0.8 | 12% | 0.3% | -0.2 | 44 | 1.1
COC(=O)c1ccc(OCC(O)CN2C(=O)NC(C)(C)C2=O)cc1 (stereo not given) | -9% | / | / | 2% | 0.7% | i | 0.8 | 15% | / | / | / | 1
CCOC(=O)C1=NOC(CNC(=O)c2c(-c3ccccc3Cl)noc2C)C1 (stereo not given) | 5% | i | 57 | 3% | 0.2% | i | 1.1 | 0% | 2.5% | -0.3 | 73 | 1.1
Cc1ccc(C2c3sc(=O)[nH]c3SC3C(=O)NC(=O)C32)cc1 (stereo not given) | -13% | i | 28 | 32% | 1.0% | i | 0.9 | 17% | 4.3% | -0.8 | 48 | 1.1
CNC(=O)NC(=O)CSc1nc(-c2cccs2)c(C#N)c(=O)[nH]1 | -11% | / | / | 6% | -0.1% | i | 0.1 | -6% | / | -1.0 | 88 | 1
O=C(CCCc1ccccc1)Nc1ccc(Br)cc1F | 0% | i | 68 | -5% | 1.0% | i | 0.4 | 3% | 2.3% | -0.2 | 69 | /
CCCN1Cc2cccc(C(=O)Nc3ccc(CN4CCCC4)cc3)c2C1=O | 4% | i | 42 | 8% | 2.3% | i | 0.3 | 7% | -0.6% | 4.4 | 56 | 1
CC(C)CC(=O)O/N=C1\C(=O)N(Cc2ccc(Cl)cc2)c2ccc([N+](=O)[O-])cc21 | 0% | i | 55 | 12% | / | / | / | / | -1.2% | 40 | 81 | 1
COc1ccc(C(=O)NC(C)c2nc3ccccc3[nH]2)cc1OC (stereo not given) | 1% | / | / | 7% | 0.4% | i | 8.4 | 5% | / | / | / | 1.1
NC(=O)c1ccc(NC(=O)Cn2c(=O)n(-c3ccccc3)c(=O)c3oc4ccccc4c32)cc1 | -4% | i | 22 | 10% | 0.1% | i | 0.4 | 14% | -3.4% | 1.6 | 63 | 1.1
Cc1ccc(C)c2[nH]c(=O)c(CN(CCN3CCCC3)C(=O)Nc3ccc(F)cc3)cc12 | -10% | i | 13 | 4% | 0.7% | i | 0.6 | 14% | -0.6% | 0.4 | 37 | 1
Cc1ccc(S(=O)(=O)c2nnn3c2nc(NCCCN2CCCC2=O)c2ccccc23)cc1C | 3% | i | 20 | 5% | 0.1% | i | 0.9 | -4% | 4.3% | 1.7 | 66 | /
O=C(NCCCN1CCc2ccccc2C1)Nc1ccc(Br)cc1 | 6% | i | 20 | 2% | -0.1% | i | 0.8 | 6% | 3.4% | 0.2 | 76 | 1.2
C/C(CC(=O)NCc1ccco1)=N\NC(=O)Cc1ccccc1 | -5% | i | 36 | 6% | 0.0% | i | 0.7 | 11% | -0.6% | -0.1 | 48 | 1.1

(further entries)
SMILES | PhoP inhibition | T cell modulator | T cell modulator vesicle-bound % | Large T inhibition | UTI89 phage lysis | Myeloid diff 2 | Myeloid diff 2 GFP+ MAC1+ % | Rac1 GTP hydrolysis | RSV CPE inhibition | NTR1 agonist | NTR1 agonist cell count 20 µM | TNAP activation fold
CCc1ccc(NC(=S)N(CCN2CCOCC2)Cc2ccccc2F)cc1 | 0% | i | 34 | 9% | 0.0% | i | 0.5 | 9% | -0.7% | -0.8 | 56 | 1.1
CCC(C)Sc1nc2c([nH]c3ccccc32)c(=O)n1C (stereo not given) | -9% | i | 51 | 0% | -0.1% | i | 2.9 | 0% | 1.3% | 5.5 | 90 | 1
O=C(Nc1ccc(F)cc1)C1CCN(S(=O)(=O)c2cccs2)CC1 | 0% | i | 27 | 11% | -0.8% | i | 0.1 | 1% | 1.0% | 0.0 | 36 | 1.2
O=C(Nc1ccccc1SCC1CSc2nc3ccccc3c(=O)n21)c1ccccc1Cl (stereo not given) | -4% | i | 48 | -2% | -0.3% | i | 2.1 | 4% | ? | 0.3 | 50 | 1
Cc1cc(C)nc(NS(=O)(=O)c2ccc(NC(=O)C3CC(=O)N(c4ccccc4)C3)cc2)n1 (stereo not given) | 6% | i | 39 | 10% | 2.0% | i | 2.7 | 0% | 2.1% | 1.1 | 58 | 1.1
COc1ccc(S(=O)(=O)N2CCCOC2CNC(=O)C(=O)NCc2ccncc2)cc1 (stereo not given) | -5% | i | 23 | 13% | 1.0%[50 µM] | i | 2.1 | 7% | 1.2% | 0.0 | 47 | /
Cc1cccc2c(C(=O)Nn3cnnc3)cc(-c3ccccc3Cl)nc12 | 18% | i | 38 | 6% | 0.1% | i | 1.3 | 1% | 0.2% | -0.7 | 57 | 1.1
COCCNC(=O)c1cc2oc3ccccc3c2n1C | 3% | i | 22 | 4% | 0.3% | i | 0.7 | 5% | 1.4% | -0.2 | 67 | 1
Cc1nn(CCOc2cccc(Br)c2)c(C)c1[N+](=O)[O-] | 6% | i | 38 | 2% | 0.3% | i | 0.5 | 6% | 2.8% | -1.1 | 60 | 1
CCOc1cc(-c2nc3ccccn3c2NCC2CCCO2)ccc1O (stereo not given) | 0% | i | 22 | ? | 1.6% | i | 0.4 | -4% | 1.2% | 2.8 | 85 | 1.1
C=C1CCC(OC(C)=O)C2(C)CCC3C(C)C(=O)OC3C12O (stereo not given) | 6% | i | 48 | 7% | 0.2% | i | 0.9 | 3% | 1.5% | -1.0 | 84 | /
CC(=O)NC(=S)Nc1sc2c(c1C(N)=O)CCC(C)C2 (stereo not given) | -6% | i | 51 | 28% | -0.3% | i | 0.6 | 6% | 21% | 0.8 | 81 | 1
CC(=O)Nc1ccc(S(=O)(=O)C(C#N)c2nc3ccccc3nc2NCCN2CCOCC2)cc1 (stereo not given) | 1% | i | 8 | 8% | 0.4% | i | 0.4 | 7% | 1.8% | -1.1 | 43 | 1
CCCNC(=O)c1ccc(N2CCC3(CC2)CC(c2cccc(Br)c2)=NO3)c([N+](=O)[O-])c1 | 9% | i | 13 | 5% | 0.6% | ? | / | 5% | -1.4% | -1.4 | 71 | /
COc1ccc(OC(=O)Nc2ccccc2)cc1 | 14% | i | 29 | 11% | 0.1%[50 µM] | i | 5.4 | 24% | 3.3% | 0.8 | 45 | 1.1
CCOC(=O)CSc1ccc(C(=O)N2CCN(C)CC2)cc1[N+](=O)[O-] | -5% | i | 63 | 24% | 0.7% | i | 1.6 | -3% | -1.6% | 2.0 | 64 | 1.1
CC(C)Oc1ccc(C(=O)N2CCCC2C(=O)O)cc1 (stereo not given) | 7% | i | 28 | 3% | 0.0% | i | 3.5 | -2% | 0.1% | 1.0 | 48 | 1
CCOc1ccc(-c2[nH]ncc2-c2ccc(OC)c(OC)c2)c(O)c1 | -9% | i | 30 | -2% | 7.0% | ? | / | 1% | 0.1% | 2.2 | 80 | 1.1
CCOC(=O)N1CCN(CC(=O)c2ccc(O)c(C)c2O)CC1 | 5% | i | 34 | 6% | 1.4% | i | 1.3 | 13% | 1.8% | -0.1 | 57 | /
COc1ccc(C(=O)Nc2nnc(S(=O)(=O)N3CCC(C)CC3)s2)cc1OC | -10% | i | 4 | 11% | 0.1% | i | 1.3 | 7% | 4.6% | 0.0 | 52 | /
COc1cccc(-c2cnc(OC(C)(C)C)nc2OC(C)(C)C)c1 | 5% | i | 40 | 18% | 0.8% | i | 0.7 | 3% | 6.4% | 2.9 | 106 | 1.1
